# Assay outcomes deposited in PubChem BioAssay by several laboratories.
# P. falciparum M1AAP = malaria alanyl aminopeptidase activity blockers – biochemical, fluorogenic H-Leu-NHMec substrate, 1536-well (AID 1445); recombinant M1AAP, H-Leu-NHMec fluorogenic kinetic assay; higher % means a stronger effect; inhibition, % at 30 µM; hits with a dose series show IC50 in µM; hit rate 0.42% among 220,000;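 active = primary inhibition above the hit cutoff, then over 50% inhibition at one or more dose response concentrations, cut at about 23% in these data, passing the limit was not always enough; inconclusive = conflicting primary data, or primary hits not chosen for dose response; inactive = low primary inhibition, or under 50% at every dose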;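 note: plate controls were DMSO full reaction for no effect and no enzyme background for full effect; strong numbers were not always called active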
# KOR beta-arrestin-1 = KOR antagonists, beta-arrestin recruitment, cell-based, luminescence, uHTS (AID 1778); hit rate 0.091% among 290,000; KOR beta-arrestin recruitment, luminescence, antagonist mode; higher % means a stronger effect; inhibition, % at 10 µM, or IC50 in µM where a hit was titrated; note: strong numbers were not always called active
# P. falciparum M17LAP = P. falciparum M17LAP inhibitors, primary screen, biochemical, fluorogenic H-Leu-NHMec substrate, 1536-well (AID 1619); recombinant M17LAP, H-Leu-NHMec fluorogenic kinetic assay; higher % means a stronger effect; inhibition, % at 30 µM, or IC50 in µM where a hit was titrated; hit rate 0.38% among 220,000;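 active = compound inhibiting the enzyme by more than half at any dose during confirmatory dose-response retesting; inconclusive = strong single-dose inhibitors picked by rank but not retested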;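 note: plate controls were full reaction with DMSO carrier for no effect and no enzyme background for full effect; strong numbers were not always called active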
# Dynein transport = blocks dynein driven cargo transport along microtubules; hit rate 0.47% among 220,000; z-score, hits read low; 3617.4 mouse cells, GR-EGFP nuclear translocation imaging; test concentration mostly 20 µM; stimulated with dexamethasone, 1 µM; hits give low values; AID 1381;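 active = plate z-score of nuclear minus cytoplasmic receptor signal below a set negative limit, without overly bright fluorescence or cell loss, cut at about -3.5 in these data, passing the limit was not always enough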;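 note: z-score of nuclear minus cytoplasmic ring GR-EGFP intensity difference per well; some compounds called inactive have numbers as strong as hits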
#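 Also added: dexamethasone, 1.0 µM final. Medium: tet-free, stripped-serum medium. Detection: fixed, Hoechst-stained cells imaged at 10x for EGFP. Read-out: nuclear-to-cytoplasmic GR-EGFP distribution per well. Times: induction 48 h, compound 1 h, agonist 30 min.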
# AID2073 = inhibitors of Mint1-CaV2.2 protein interaction, biochemical, HTRF (AID 2073); HTRF protein-protein interaction, Mint1-CaV2.2; higher % means a stronger effect; inhibition, % at 20 µM, or IC50 in µM where a hit was titrated; hit rate 0.19% among 290,000; in the data active = inhibition mostly above about 51%, no sharp cut-off; inconclusive = no clear call, values can overlap the other calls; inactive = mostly below about 53%; note: some results filed as inactive read as strong as hits
# NOD1 inhibition = inhibition of NOD1-driven NF-kB reporter – cell-based, luminescence, uHTS, primary screen (AID 1578). hit rate 1% among 290,000. NOD1-driven NF-kB luciferase reporter cells, luminescence; higher % means a stronger effect. inhibition, % at 4 µM, or EC50 in µM where a hit was titrated; in the data active = inhibition mostly above about 36%, no sharp cut-off; inactive = mostly below about 34%;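 note: HEK-293T reporter cells stimulated with the NOD1 agonist gamma-tri-DAP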
# NOD2 inhibition = NOD2 signaling inhibitors, cell-based, luminescence, uHTS, HEK293 (AID 1566). hit rate 0.63% among 290,000. HEK293 NOD2/NF-kB luciferase reporter, luminescence; higher % means a stronger effect. inhibition, % at 4 µM; hits with a dose series show EC50 in µM; note: many of its hits are not listed in these tables
# KOR beta-arrestin-2 = KOR agonists, beta-arrestin recruitment, primary screen, cell-based, luminescence, uHTS (AID 1777); KOR beta-arrestin recruitment, luminescence; higher % means a stronger effect; activation, % at 10 µM; hits with a dose series show EC50 in µM; hit rate 0.02% among 280,000; in the data active = activation above about 50%, passing the limit was not always enough; note: a part of the inactive calls stands beside numbers as strong as those of hits
# GPR55 activation = selective activators of receptor GPR55 – imaging, U2OS cells, beta-arrestin-GFP redistribution, primary screen (AID 1961). U2OS GPR55 beta-arrestin-GFP redistribution imaging; higher % means a stronger effect. activation, % at 10 µM; hits with a dose series show EC50 in µM. hit rate 0.048% among 290,000;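 active = activation above 40% with more than 50 cells counted in the well; inconclusive = wells holding fewer than 50 cells, flagged as toxic or sparse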;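 note: U2OS osteosarcoma cells stably expressing GPR55 and beta-arrestin-GFP; plate controls were DMSO negative control for no effect and LPI positive control for full effect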
# Dynein transport cytoplasmic EGFP = further read-out of Dynein transport, marked with its call; z-score; measured here: cytoplasmic GR-EGFP intensity; hits give high values
# Dynein transport nuclear GR-EGFP = also measured in Dynein transport; calls as there; z-score; measured here: nuclear GR-EGFP intensity;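 lower value marks the stronger effect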
# Dynein transport cell count = recorded beside Dynein transport, whose call it bears; z-score; measured here: cell count per field
# Active calls of the source: *; ? = inconclusive; . = no result given; [ ] = another dose, or the depositor's remark. Cut-off read from the data, not from the text of the source, unless noted: active = inhibition above about 50%; inactive = the rest. Some of the compounds tested. The share of hits here may be higher or lower than overall.
SMILES,P. falciparum M1AAP,KOR beta-arrestin-1,P. falciparum M17LAP,Dynein transport,Dynein transport cytoplasmic EGFP,Dynein transport nuclear GR-EGFP,Dynein transport cell count,AID2073,NOD1 inhibition,NOD2 inhibition,KOR beta-arrestin-2,GPR55 activation
COc1cccc(C2CC(c3cccs3)=NN2C(=O)CSc2nc3ccccc3s2)c1OC (stereo not drawn),-2%,28%,-10%,-0.32,-0.21,-0.19,-0.031,9%,-12%,-30%,7.5%,-0.5%
CCOC(=O)N1CCN(C(=O)c2ccc(Cn3c(=S)[nH]c4cc(OCC)c(OCC)cc4c3=O)cc2)CC1,-1%,2%,-1%,-0.47,-0.3,-0.15,0.47,45%,20%,44%,0.0%,-0.1%
COc1ccc(C(=O)NC2CCc3ccccc32)cc1OC1CCN(C(C)=O)CC1 (stereo not drawn),.,10%,.,.,.,.,.,-7%,-28%,14%,2.5%,0.0%
COc1ccc(NC(=O)c2ccc(CNc3c(NC4CCCCC4)c(=O)c3=O)cc2)c(OC)c1,0%,18%,9%,-1,-0.33,-0.36,2.3,6%,-3%,12%,-5.7%,-0.1%
COc1ccc(Oc2cnc3ccccc3n2)cc1,-2%,-7%,-6%,-0.39,-0.22,-0.28,0.2,10%,60%*,13%,13%,-0.6%
COc1ccc(CC(=O)OCc2nnc(-c3ccccc3)o2)cc1,0%,-5%,1%,-1.7,-0.39,-1,1.9,-11%,-18%,12%,-6.2%,0.1%
COc1ccc(/C(O)=C2/C(=O)C(=O)N(c3ccccn3)C2c2ccc(F)cc2)cc1 (stereo not drawn),.,-2%,.,.,.,.,.,10%,-8%,-4%,-3.8%,-0.2%
O=C(CSc1nc2ccccc2[nH]1)NCCN1CCCCC1,5%,-24%,9%,-0.64,-0.19,-0.4,0.64,14%,-23%,4%,1.8%,0.5%
CC1(C)Cc2c(cnn2-c2cccc(F)c2)C(NC(=O)C2CCOCC2)C1 (stereo not drawn),.,15%,.,.,.,.,.,-4%,-24%,1%,-1.1%,-0.1%
Cc1nn(-c2ccc(F)cc2F)c2c1-c1nc(N3CCCC3)ncc1CC2,6%,14%,5%,-0.52,-0.22,-0.13,0.32,2%,20%,18%,-1.1%,0.3%
Cn1c(=O)c2c(nc(N3CCN(c4ccc([N+](=O)[O-])cc4)CC3)n2C)n(C)c1=O,3%,-3%,2%,0.16,-0.16,0.082,-0.78,0%,1%,16%,-2.5%,0.2%
COc1cccc(CNC(=O)c2ccc(C(=O)NCc3cccc(OC)c3)cc2)c1,.,20%,.,.,.,.,.,9%,-18%,14%,-1.1%,-0.2%
CCC(=O)N(CC)C1=C(O)c2ccccc2C(=O)C1=O,7%,-19%,-25%,-3,4.9,-0.41,-3.6,2%,0%,11%,3.1%,-0.1%
Cc1ccc(C)c(NC(=O)CN(C)C(=O)[C@@H](NC(=O)c2ccc(C(C)(C)C)cc2)C(C)C)c1,2%,-2%,0%,-0.55,-0.25,-0.49,0.32,1%,16%,19%,0.8%,-0.1%
O=C1CCCCN1CCC(=O)N1CCCC(Nc2ccccc2)C1 (stereo not drawn),.,-10%,.,.,.,.,.,-11%,-11%,10%,1.2%,0.3%
Cc1nc2ccccc2c(=O)n1NC(=O)c1ccc(Cl)c([N+](=O)[O-])c1,.,23%,.,.,.,.,.,-11%,3%,6%,-3.0%,0.0%
Cc1ccc(-n2nc3c(=O)n(CCCC(=O)NC4CCC(C)CC4)nc(C)c3c2C)cc1 (stereo not drawn),.,-8%,.,.,.,.,.,12%,9%,35%,-3.2%,0.6%
Cn1ncc(Cl)c1C(=O)Nc1ccc(Cl)cn1,4%,14%,5%,-0.088,-0.19,0.13,-1.4,12%,-21%,-5%,-5.1%,0.1%
CN(C)CCCN(Cc1ccccc1)C(=S)NCc1ccccc1,3%,8%,1%,0.36,-0.28,0.47,-0.52,-7%,-4%,24%,-4.7%,-0.4%
c1ccc(SCCOCCN2CCc3ccccc3C2)cc1,-6%,5%,8%,-0.2,-0.22,-0.33,0.22,-7%,-40%,2%,-4.2%,-0.1%
CCN(CC(=O)N1CCOCC1)S(=O)(=O)c1ccc(F)cc1,.,-7%,.,.,.,.,.,?,-25%,-13%,4.7%,1.7%
CN(C)S(=O)(=O)c1cccc(C(=O)C2=C3SC=C(c4ccccc4)N3CC2)c1,11%,-21%,5%,0.35,-0.12,0.27,0.54,?,-16%,-12%,3.0%,-0.1%
CC(NC(=O)c1ccc(C#N)cc1)C1CC2CCC1C2 (stereo not drawn),.,-15%,.,.,.,.,.,9%,22%,-30%,7.9%,-0.1%
c1ccc(C2CC(c3cccs3)Nc3nnnn32)cc1 (stereo not drawn),0%,8%,10%,-0.45,-0.33,-0.3,0.57,-15%,-10%,9%,-3.8%,-0.2%
CCOCCCNC(=O)C1CC(=O)N(CCc2ccc(C)cc2)C1 (stereo not drawn),.,-13%,.,.,.,.,.,12%,2%,-7%,3.5%,0.8%
SMILES,P. falciparum M1AAP,KOR beta-arrestin-1,P. falciparum M17LAP,Dynein transport,Dynein transport cytoplasmic EGFP,Dynein transport nuclear GR-EGFP,Dynein transport cell count,AID2073,NOD1 inhibition,NOD2 inhibition,KOR beta-arrestin-2,GPR55 activation
CCc1ccc(CNCc2cccs2)cc1,1%,-20%[20 µM],-2%,-0.61,-0.28,-0.36,0.41,-1%,-30%,-22%,.,-0.1%
C=CCn1c(=O)c2ccccc2n2c(SCC(=O)c3ccccc3)nnc12,-1%,1%,8%,-0.5,-0.044,-0.17,0.32,-9%,-4%,8%,6.4%,-0.2%
O=C(CNC(=O)c1ccccc1)OCc1cccc([N+](=O)[O-])c1,2%,21%,-10%,-0.35,-0.29,-0.43,-0.019,-1%,-8%,8%,8.9%,0.7%
CCOc1ccccc1C1CC(=O)Nc2cc3c(cc21)OCO3 (stereo not drawn),5%,-92%,-1%,-0.53,-0.16,-0.019,-0.38,-3%,-5%,-32%,-1.1%,-0.1%
OCC[C@@H]1C[C@H](O)[C@@H](O)[C@@]2(CCc3ccccc3O2)O1,.,10%[20 µM],.,.,.,.,.,0%,10%,-3%,-0.1%,-0.2%
O=S(=O)(NCCC1=CCCCC1)c1ccc(F)cc1,.,-15%,.,.,.,.,.,-3%,-2%,10%,-4.6%,-0.1%
CC(C)(C)OC(=O)N1CCC(Cc2cc(-c3ccc(Cl)cc3)no2)(C(=O)O)CC1,.,-38%[20 µM],.,.,.,.,.,-9%,4%,5%,5.6%,-0.2%
COCCCNc1ncnc2c1sc1nc(-c3ccco3)c3c(c12)CC(C)(C)OC3,.,36%,.,1.2,-0.25,1.1,0.69,28%,-1%,30%,0.0%,0.8%
CCN(CC)S(=O)(=O)c1cccc(-c2nnc(SCC(=O)NC)n2CCc2ccccc2)c1,0%,0%,5%,-0.32,-0.14,0.37,0.27,-12%,-14%,1%,-1.3%,-0.2%
CCn1cc(C(=O)NCc2ccc(Cl)cc2)c(=O)c2cc(S(=O)(=O)N(C)C)ccc21,.,-6%,.,.,.,.,.,2%,-7%,-18%,-0.2%,0.0%
N#CCSc1ncnc2sc3c(c12)CCC3,2%,-10%,-10%,-0.1,-0.18,0.18,0.36,28%,26%,26%,-7.4%,-0.2%
O=C(NCCCc1ccccc1)c1ccc(CS(=O)Cc2ccccc2Cl)o1 (stereo not drawn),.,2%,.,.,.,.,.,-5%,-31%,19%,6.5%,-0.2%
CSc1ccc(/C=C/C(=O)N2CCN(c3ccccn3)CC2)cc1,.,-14%,.,.,.,.,.,4%,-31%,11%,1.3%,0.0%
CSc1ccc(CN(C)CC(=O)NC(=O)NC(C)(C)C)cc1,-7%,0%,-7%,-0.79,-0.22,-0.23,0.39,-11%,-27%,-16%,24%,-0.3%
COc1ccc(NC(=O)CSc2nc(C)cc(C(F)(F)F)n2)cc1,5%,10%,19%,0.033,-0.27,-0.11,-0.24,-9%,-29%,-2%,-4.9%,-0.1%
CC(C)Cn1c(/C=C/c2ccccc2)nc2ccccc21,10%,3%,7%,-0.14,-0.25,0.22,0.31,13%,-29%,-100%,-0.4%,-0.2%
O=C(NCCCn1ccnc1)C(F)(F)C(F)(F)C(=O)NCCCn1ccnc1,2%,-7%,7%,0.61,-0.19,0.48,0.48,-2%,-3%,-10%,-0.8%,0.3%
CCc1ccc(CN(C)CC(O)COc2cccc3ccccc23)cc1 (stereo not drawn),.,-69%,.,.,.,.,.,7%,13%,-10%,7.1%,0.3%
COc1ccc(CCNS(=O)(=O)c2ccc3c(c2)CCN3C(=O)C2CC2)cc1OC,1%,-11%,-1%,-0.52,0.48,-0.32,0.96,5%,19%,15%,4.9%,-0.1%
CCOc1ccccc1NC(=O)N1CCCc2ccccc21,.,-8%,.,.,.,.,.,4%,-23%,-25%,5.2%,0.2%
O=C1CC(c2ccccc2)Sc2nc(-c3ccccc3)c(-c3ccccc3)n21 (stereo not drawn),-1%,21%,1%,-0.76,-0.22,-0.59,0.31,8%,-15%,20%,-1.1%,0.0%
Oc1ccc(Cl)cc1/C=N/c1nccs1,3%,-18%,6%,-0.45,-0.21,-0.3,0.51,0%,16%,13%,-10%,-0.3%
Cc1[nH]c2ccccc2c1CCNC(=O)c1c(N)no[n+]1[O-],0%,-28%,-6%,2.2,-0.083,0.84,-1.8,-6%,-32%,6%,6.2%,-0.5%
CC(C)(C)OC(=O)NCCCCCc1nnc(SCc2ccccc2)o1,0%,17%,1%,-0.89,-0.28,-0.43,1.5,-10%,8%,12%,0.0%,0.2%
COc1ccc(S(=O)(=O)NCCC(=O)NCc2ccc(F)cc2)cc1,1%,12%,6%,-0.68,-0.29,-0.2,-0.08,-8%,.,4%,4.1%,-0.1%
CN(C(=O)COc1cc(=O)n(C)c2ccccc12)c1ccc(Br)cc1,-2%,-9%,8%,0.77,-0.051,0.84,-0.91,0%,-13%,18%,-3.9%,-0.3%
